# Compound activity from PubChem BioAssay.
# IDE cell activ: activators of human insulin-degrading enzyme in cells. AID 493087. HEK cells, FAbeta-B cleavage, fluorescence polarization; 0% vehicle, 100% cell-free pure enzyme wells. hit rate 0.073% among 340,000. P14735. activation, % at 5.96 µM;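 active = activation above the mean of all tested compounds plus 3 SD, set per screening campaign, cut at about 17% in these data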
# Target sequence (P14735 whole entry, looked up): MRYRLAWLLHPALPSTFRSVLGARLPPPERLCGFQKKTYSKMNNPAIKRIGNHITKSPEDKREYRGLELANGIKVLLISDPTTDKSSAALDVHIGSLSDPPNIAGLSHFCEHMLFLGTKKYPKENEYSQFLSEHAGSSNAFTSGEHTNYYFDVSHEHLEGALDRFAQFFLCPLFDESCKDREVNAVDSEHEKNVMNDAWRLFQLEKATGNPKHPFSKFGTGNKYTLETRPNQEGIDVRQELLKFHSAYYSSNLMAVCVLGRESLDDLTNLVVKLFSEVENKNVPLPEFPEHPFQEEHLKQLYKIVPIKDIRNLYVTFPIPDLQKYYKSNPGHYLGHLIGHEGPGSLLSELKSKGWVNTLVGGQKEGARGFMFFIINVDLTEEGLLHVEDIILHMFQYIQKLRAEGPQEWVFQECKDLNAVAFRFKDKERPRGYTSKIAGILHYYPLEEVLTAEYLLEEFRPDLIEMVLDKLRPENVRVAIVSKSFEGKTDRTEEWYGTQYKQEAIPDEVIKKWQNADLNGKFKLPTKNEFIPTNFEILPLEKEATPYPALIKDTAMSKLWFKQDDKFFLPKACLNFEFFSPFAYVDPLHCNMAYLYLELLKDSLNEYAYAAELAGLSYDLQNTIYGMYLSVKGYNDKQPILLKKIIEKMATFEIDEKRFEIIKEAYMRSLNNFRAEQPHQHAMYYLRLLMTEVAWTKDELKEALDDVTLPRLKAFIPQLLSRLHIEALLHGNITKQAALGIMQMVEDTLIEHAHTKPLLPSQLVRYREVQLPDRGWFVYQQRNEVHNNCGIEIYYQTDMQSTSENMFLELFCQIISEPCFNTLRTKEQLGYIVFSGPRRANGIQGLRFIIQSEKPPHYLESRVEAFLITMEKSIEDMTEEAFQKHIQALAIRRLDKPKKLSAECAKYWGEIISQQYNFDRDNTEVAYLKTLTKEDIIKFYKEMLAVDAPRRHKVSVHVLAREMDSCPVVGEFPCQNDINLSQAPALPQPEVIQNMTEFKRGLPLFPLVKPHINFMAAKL
# IDE cell inh: cellular human IDE inhibition; HEK cells, FAbetaB cleavage, fluorescence polarization; inhibition, % at 5.59 µM; hit rate 0.41% among 320,000;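 active = percent inhibition above the average of all tested compounds plus 3 SD, set per screening campaign, cut at about 16% in these data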;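 note: IDE supplied by intact live HEK cells; FP after avidin binding of uncleaved biotin substrate so inhibition keeps polarization high; 0% = DMSO wells and 100% = 60 µM reference IDE inhibitor Ii1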
# Starred values were filed as active, the others as inactive.
# The first 25 compounds (preview)
SMILES,IDE cell activ,IDE cell inh
Cc1ccc(-c2nn(-c3ccc(F)cc3)cc2C(=O)NCC(c2cccs2)N2CCOCC2)cc1 (stereo not drawn),4,1
CCOc1ccc(NC(=O)CN(C)C(=O)c2ccc(N3CCCC3)c([N+](=O)[O-])c2)cc1OCC,6,-3
O=C(Nc1ccc(S(=O)(=O)N2CCCCC2)cc1)c1ccc(=O)[nH]c1,4,4
Cc1ccc(CNC(=O)c2ccc(N3CCC4(CC3)CC(c3ccccc3)=NO4)c(NC(=O)c3cccc(C)c3)c2)cc1,3,-4
CCOC(=O)[C@H]1[C@H]2COc3ccc(Cl)cc3[C@@H]2N2C(=O)c3ccc(Cl)cc3NC(=O)[C@@]12C,5,-2
O=[N+]([O-])c1cccnc1Sc1ccc(Br)cc1,2,4
O=S(=O)(c1ccc(N2CCN(Cc3ccccc3)CC2)nc1)N1CCCC1,-1,4
CCN(CC(=O)NCc1cccs1)C(=O)c1cccc(S(=O)(=O)N(C)C)c1,-2,4
COc1ccccc1-c1nnc(SCC(=O)c2c(N)n(C3CC3)c(=O)[nH]c2=O)n1C,-1,0
CCN(CC)C(=O)c1cccc(C)c1,-1,1
CC1(NC(=O)Cc2csc(-c3ccc(Cl)cc3)n2)CCS(=O)(=O)C1 (stereo not drawn),2,13
COc1cc(-c2c(-c3ccsc3)sc3ccccc23)cc(OC)c1OC,3,3
CCN(C[C@H]1N[C@@](CC)(C(=O)OC)[C@H]2C(=O)N(Cc3ccccc3)C(=O)[C@@H]12)C(=O)c1ccccc1,3,-1
CCC1OC(=O)C(C)C(OC2C[C@@](C)(OC)C(O)C(C)O2)C(C)C(O[C@@H]2OC(C)CC(N(C)C)C2O)[C@](C)(O)CC(C)C(=NOCOCCOC)C(C)C(O)[C@]1(C)O (stereo partly drawn),8,-4
COc1ccccc1C(=O)OCC#CCSc1nnc(-c2cccc3ccccc23)o1,5,-3
O=C(c1ccc(S(=O)(=O)N2CCCC2)cc1)N1CCCC(C(F)(F)F)C1 (stereo not drawn),6,2
COc1cc2cc(CCOC(=O)c3ccc(C#N)cc3)oc(=O)c2cc1OC,-1,-9
CCCCN(C1CCS(=O)(=O)C1)S(=O)(=O)c1ccc(OC)c(OC)c1 (stereo not drawn),3,-7
CN(c1ccccc1)S(=O)(=O)c1ccc(NC(=O)c2ccc(F)cc2)cc1,6,0
O=C(COC(=O)c1ccncc1)Nc1ccc2c(c1)OCO2,4,6
CN1CCC(N(C)C(=O)c2ccc(Cl)c(S(=O)(=O)N3CCCCC3)c2)CC1,5,1
CCN1C(=O)C(=O)N(CC(=O)NC(C)CCc2ccccc2)C1=O (stereo not drawn),4,-1
COc1ccc(COC(=O)c2ccc(S(=O)(=O)N3CCCCC3)cc2)cc1OC,2,-5
COc1ccc(C(=O)COC(=O)c2ccccn2)cc1OC,0,10
O=C(c1ccc(N2CCCC2)c([N+](=O)[O-])c1)N1CCN(S(=O)(=O)c2ccc(Cl)cc2)CC1,10,-10

# The listing, from the first entry:
SMILES,IDE cell activ,IDE cell inh
Cc1ccc(-c2nn(-c3ccc(F)cc3)cc2C(=O)NCC(c2cccs2)N2CCOCC2)cc1 (stereo not drawn),4,1
CCOc1ccc(NC(=O)CN(C)C(=O)c2ccc(N3CCCC3)c([N+](=O)[O-])c2)cc1OCC,6,-3
O=C(Nc1ccc(S(=O)(=O)N2CCCCC2)cc1)c1ccc(=O)[nH]c1,4,4
Cc1ccc(CNC(=O)c2ccc(N3CCC4(CC3)CC(c3ccccc3)=NO4)c(NC(=O)c3cccc(C)c3)c2)cc1,3,-4
CCOC(=O)[C@H]1[C@H]2COc3ccc(Cl)cc3[C@@H]2N2C(=O)c3ccc(Cl)cc3NC(=O)[C@@]12C,5,-2
O=[N+]([O-])c1cccnc1Sc1ccc(Br)cc1,2,4
O=S(=O)(c1ccc(N2CCN(Cc3ccccc3)CC2)nc1)N1CCCC1,-1,4
CCN(CC(=O)NCc1cccs1)C(=O)c1cccc(S(=O)(=O)N(C)C)c1,-2,4
COc1ccccc1-c1nnc(SCC(=O)c2c(N)n(C3CC3)c(=O)[nH]c2=O)n1C,-1,0
CCN(CC)C(=O)c1cccc(C)c1,-1,1
CC1(NC(=O)Cc2csc(-c3ccc(Cl)cc3)n2)CCS(=O)(=O)C1 (stereo not drawn),2,13
COc1cc(-c2c(-c3ccsc3)sc3ccccc23)cc(OC)c1OC,3,3
CCN(C[C@H]1N[C@@](CC)(C(=O)OC)[C@H]2C(=O)N(Cc3ccccc3)C(=O)[C@@H]12)C(=O)c1ccccc1,3,-1
CCC1OC(=O)C(C)C(OC2C[C@@](C)(OC)C(O)C(C)O2)C(C)C(O[C@@H]2OC(C)CC(N(C)C)C2O)[C@](C)(O)CC(C)C(=NOCOCCOC)C(C)C(O)[C@]1(C)O (stereo partly drawn),8,-4
COc1ccccc1C(=O)OCC#CCSc1nnc(-c2cccc3ccccc23)o1,5,-3
O=C(c1ccc(S(=O)(=O)N2CCCC2)cc1)N1CCCC(C(F)(F)F)C1 (stereo not drawn),6,2
COc1cc2cc(CCOC(=O)c3ccc(C#N)cc3)oc(=O)c2cc1OC,-1,-9
CCCCN(C1CCS(=O)(=O)C1)S(=O)(=O)c1ccc(OC)c(OC)c1 (stereo not drawn),3,-7
CN(c1ccccc1)S(=O)(=O)c1ccc(NC(=O)c2ccc(F)cc2)cc1,6,0
O=C(COC(=O)c1ccncc1)Nc1ccc2c(c1)OCO2,4,6
CN1CCC(N(C)C(=O)c2ccc(Cl)c(S(=O)(=O)N3CCCCC3)c2)CC1,5,1
CCN1C(=O)C(=O)N(CC(=O)NC(C)CCc2ccccc2)C1=O (stereo not drawn),4,-1
COc1ccc(COC(=O)c2ccc(S(=O)(=O)N3CCCCC3)cc2)cc1OC,2,-5
COc1ccc(C(=O)COC(=O)c2ccccn2)cc1OC,0,10
O=C(c1ccc(N2CCCC2)c([N+](=O)[O-])c1)N1CCN(S(=O)(=O)c2ccc(Cl)cc2)CC1,10,-10
Cc1nc(Cc2nnc(SCC(=O)N3CCN(c4ccc(O)cc4)CC3)o2)cs1,3,-2
Cn1c2ccccc2c(=O)c2cc(NCCCN3CCOCC3)ccc21,1,-1
CC(NC(=O)COC(=O)c1cccnc1Cl)C12CC3CC(CC(C3)C1)C2 (stereo not drawn),-3,4
Cc1ccc(S(=O)(=O)N2CCC3(CC2)CC(=O)c2ccccc2O3)cc1,1,1
O=C(NCCO)c1nc(C(=O)c2ccc(Cl)cc2)c2ccccc2n1,-7,1
C=CCN1C(=O)c2ccc(C(=O)N3CCN(S(=O)(=O)c4cccc([N+](=O)[O-])c4)CC3)cc2C1=O,-1,-7
COc1ccc(NC(=O)c2ccc(Cl)c(S(=O)(=O)N3CC(C)OC(C)C3)c2)cn1 (stereo not drawn),0,-3
Cc1c(NC(=O)COc2ccc3ccc(=O)oc3c2)c(=O)n(-c2ccccc2)n1C,5,2
CN(CC(=O)Nc1ccccc1Br)C(=O)CNC(=O)C1CCCCC1,7,6
COc1ccccc1NC(=O)C(C)Sc1nnc2ccccn12 (stereo not drawn),3,3
CCN1C(=O)[C@H]2[C@@H](c3ccc(C)cc3)N3C(=O)N(c4ccc(OC)cc4)C(=O)[C@@]3(Cc3ccccc3)[C@H]2C1=O,1,2
NC(=O)c1ccc(NC(=O)COC(=O)c2ccc(Br)o2)cc1,6,-3
Cc1c(NC(=O)COC(=O)c2ccc(O)cc2)c(=O)n(-c2ccccc2)n1C,1,-3
COc1cc(CC(=O)OCC(=O)NCc2ccco2)cc(OC)c1OC,2,4
C=CCn1c(SCC(=O)c2ccc(O)c(O)c2)nnc1-c1ccc(OC)cc1,4,1
CN(C)CC(NC(=O)c1cccc(S(=O)(=O)Nc2ccc3c(c2)OCO3)c1)c1ccccc1 (stereo not drawn),3,-5
CS(=O)(=O)c1ccc(Cl)c(NC(=O)C2CCCN(C(=O)c3ccc(Cl)cc3)C2)c1 (stereo not drawn),2,1
CCC(=O)c1ccc(OCC(=O)OCC(=O)c2cc(C)n(CC3CCCO3)c2C)cc1 (stereo not drawn),4,-3
CCC(=O)Nc1ccc(C(=O)COC(=O)c2nc3nccc(C)n3n2)cc1,7,5
CN(Cc1ccccc1)C(=O)c1[nH]cnc1C(=O)Nc1cccc(Cl)c1,-5,-4

# An excerpt from above in order of their number in IDE cell inh, high to low:
SMILES,IDE cell activ,IDE cell inh
Cc1c(NC(=O)COc2ccc3ccc(=O)oc3c2)c(=O)n(-c2ccccc2)n1C,5,2
CCC(=O)c1ccc(OCC(=O)OCC(=O)c2cc(C)n(CC3CCCO3)c2C)cc1 (stereo not drawn),4,-3
CN(C)CC(NC(=O)c1cccc(S(=O)(=O)Nc2ccc3c(c2)OCO3)c1)c1ccccc1 (stereo not drawn),3,-5

# (listing goes on)
SMILES,IDE cell activ,IDE cell inh
Cn1ccc2ccc(C3=CC(=O)C[C@H](c4ccc(F)cc4)C3)cc21,1,8
O=C(COC(=O)Cc1c[nH]c2ccccc12)Nc1c(Cl)cccc1C(F)(F)F,5,-1
CCOC(=O)[C@H]1[C@H]2COc3ccc(Br)cc3[C@@H]2N2C(=O)N(c3ccc(F)cc3)C(=O)[C@@]12C,2,1
O=C1CC2(CCN(C(=O)c3ccccc3Cl)CC2)Oc2ccccc21,2,-1
O=C1[C@H]2CC3CCC2(O3)[C@@H]2OCCCN12 (stereo partly drawn),1,5
CC(=O)c1ccc(NC(=O)CSc2nnc3ccc(-c4ccccn4)nn23)cc1,6,7
N#Cc1ccccc1COC(=O)c1ccc2c(c1)OCO2,2,3
O=C(COC(=O)C1=NN(c2ccccc2)C(=O)CC1)NCc1ccccc1Cl,2,-3
Cc1ccccc1NC(=O)Cc1nc(COC(=O)CCNS(=O)(=O)c2ccccc2)cs1,5,-3
CCN(C[C@H]1N[C@@](Cc2ccccc2)(C(=O)OC)[C@H]2C(=O)N(C)C(=O)[C@@H]12)C(=O)Nc1ccc(C(F)(F)F)cc1,-1,-1
CCOc1ccc(C(=O)NCC(=O)NNC(=O)C2COc3ccccc3O2)cc1OCC (stereo not drawn),4,-1
COC(=O)C1CCN(C(=O)c2cc(-c3ccco3)nc3ccccc23)CC1,3,12
O=C(Cc1ccc(S(=O)(=O)N2CCOCC2)s1)Oc1ccc(F)cc1,-3,0
CC(=O)c1ccc(S(=O)(=O)N(C)CCCC(=O)N2CCN(c3ncccn3)CC2)cc1,-2,1
COc1ccccc1-c1oc2ccccc2c1C#CCCO,5,-1
CC(=O)c1cccc(NC(=O)CSc2nc(=O)n(CCN3CCOCC3)c3c2CCCC3)c1,-2,9
O=C(OCC(=O)N1CCCCCC1)c1ccc(Cl)nc1,1,-1
O=C(Nc1cc(C(F)(F)F)ccc1-n1cncn1)c1cn2ccccc2n1,1,4
N#Cc1ccccc1S(=O)(=O)N1CCN(C(=O)CCC2CCCC2)CC1,2,6
O=S(=O)(Nc1ccc(-c2ccc3nncn3n2)cc1)c1cccs1,-1,-1
O=C(COc1ccc(Cl)c(Cl)c1)NC1CCS(=O)(=O)C1 (stereo not drawn),-3,-5
Cc1c(Cl)cccc1NC(=O)CNC(=O)Cc1c[nH]c2ccccc12,-1,-4
Cc1cc(C)cc(NC(=O)CN2CCN(C(=O)c3cccs3)CC2)c1,-4,7
O=C(CN1C(=O)NC(c2ccccc2)(c2ccccc2)C1=O)NCCc1ccc(F)cc1,1,-2
O=C(NCCCN1CCCC1=O)C1CCN(S(=O)(=O)c2ccc(F)cc2)CC1,3,-5
O=C(COC(=O)/C=C/c1ccccc1Cl)NC1CCCC1,4,-4
COc1cc2cc(CCCO)oc(=O)c2cc1OC,3,-1
Cn1cnnc1SCC(=O)Nc1ccc(S(=O)(=O)N2CCOCC2)cc1,3,3
O=C(COC(=O)c1cc(S(=O)(=O)N2CCCCC2)ccc1N1CCOCC1)c1ccc(F)cc1,4,2
O=C(NCC(c1ccco1)N1CCc2ccccc2C1)c1ccccc1 (stereo not drawn),-5,4
C=CCN1C(=O)c2ccc(C(=O)OCC(=O)N3CCN(c4ccccc4)CC3)cc2C1=O,-6,6
COc1ccc(C)cc1S(=O)(=O)Nc1ccc2c(c1)N(C(C)=O)CCC2,1,-3
O=C(COC(=O)C1CC1)Nc1ccc([N+](=O)[O-])cc1C(F)(F)F,1,-4
COc1ccc(NC(=O)COC(=O)Cc2coc3cc(OC)ccc23)c(OC)c1,-1,1
CCN1CCN(c2ccc(S(=O)(=O)N3CCOCC3)cc2NC(=O)/C=C/c2ccc(OC)c(OC)c2)CC1,-1,0
O=C(Nc1ccccc1N1CCCC1)C1CC(=O)N(Cc2ccccc2)C1 (stereo not drawn),0,6
OCC1=C[C@@H](O)C2C=CO[C@@H](O[C@@H]3O[C@H](CO)[C@@H](O)[C@H](O)[C@H]3O)C12 (stereo partly drawn),3,1
COc1ccccc1CC(=O)NNC(=O)CN(C)S(=O)(=O)c1ccc(Cl)cc1,-1,1
NC(=O)CSc1nnc(NC(=O)c2ccc(S(=O)(=O)N3CCCCC3)cc2)s1,-2,-3
CC(NC(=O)C1CCCN(C(=O)c2ccc(Cl)cc2)C1)c1cccc(C(F)(F)F)c1 (stereo not drawn),3,1
COCC(C)n1c(COc2ccccc2F)nnc1SCC(=O)Nc1oc(C)c2c(C)n[nH]c(=O)c12 (stereo not drawn),-5,10
CCCN(Cc1nnc(-c2cccs2)o1)C(=O)c1cccc(S(=O)(=O)N2CCOCC2)c1,2,-2

# Some of the compounds tested (hit frequency here may not be typical).
